# Assay outcomes: PubChem BioAssay, several laboratories
# KCNQ1 block = inhibitors of human KCNQ1 potassium channel; B-score at 10 µM; AID 2642; P51787; CHO-K1 KCNQ1, FluxOR thallium flux fluorescence; active compounds read high; actives 1.3% (n = 310,000);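 active = compounds whose thallium flux B-score, printed positive for inhibition, exceeds three library SD while starting fluorescence stays within three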;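 also: channel opened by potassium depolarization with thallium stimulus after 20 min compound exposure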
# RGS4 inh = inhibitors of human RGS4; P49798; HEK293 M3R/RGS4 inducible, Fluo-4 calcium flux; active compounds read high; triggered by carbachol at its EC20; B-score at 10 µM; actives 0.45% (n = 310,000); AID 463165;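 active = B-score, a plate-corrected calcium signal, over three deviations above library mean, with baseline fluorescence within five deviations of library mean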;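 also: RGS4 expression induced by doxycycline in cells with stable M3 receptor; B-score is computed from the integrated fluorescence ratio over baseline after carbachol; higher B-score means a larger calcium signal and so more RGS4 inhibition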
# Target sequence (P49798 whole entry, looked up): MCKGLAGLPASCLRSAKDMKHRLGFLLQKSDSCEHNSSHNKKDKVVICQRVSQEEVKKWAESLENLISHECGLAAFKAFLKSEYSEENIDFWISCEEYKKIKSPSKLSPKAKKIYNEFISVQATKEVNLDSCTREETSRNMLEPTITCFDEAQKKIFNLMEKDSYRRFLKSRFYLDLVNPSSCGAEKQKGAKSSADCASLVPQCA
# GSK3beta inhib = blocks human GSK3beta kinase activity; GST-GSK3beta kinase, ADP-Glo luminescence, 60 min; active compounds read low; actives 0.038% (n = 300,000); AID 2097; activity score (negative = inhibition), % at 10 µM;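 active = more than half of replicate wells score below -50%, meaning over 50% inhibition versus plate controls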;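 also: 0% = median DMSO wells and -100% = median GW8510 positive control wells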
# Target sequence (P49841 whole entry, looked up): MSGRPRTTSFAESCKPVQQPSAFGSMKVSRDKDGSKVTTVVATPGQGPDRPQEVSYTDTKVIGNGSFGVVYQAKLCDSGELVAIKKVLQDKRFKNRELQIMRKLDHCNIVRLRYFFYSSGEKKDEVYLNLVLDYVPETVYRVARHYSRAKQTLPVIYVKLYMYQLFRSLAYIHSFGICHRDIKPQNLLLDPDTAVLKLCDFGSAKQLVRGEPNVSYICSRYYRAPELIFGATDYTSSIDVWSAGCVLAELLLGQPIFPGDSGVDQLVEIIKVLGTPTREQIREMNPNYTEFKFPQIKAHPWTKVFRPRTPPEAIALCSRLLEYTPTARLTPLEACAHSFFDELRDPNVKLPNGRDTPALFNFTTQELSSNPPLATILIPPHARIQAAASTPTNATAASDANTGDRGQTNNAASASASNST
#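 Assay system: GST-tagged human GSK3beta kinase, cell-free; Input: 1.6 ng GSK3beta; Medium: Tris/MgCl2 kinase buffer; Timing: 60 min enzyme reaction, room temperature; Signal: ADP-Glo luminescence quantifying ADP generated by kinase; Evaluation: score relative to plate controls; Benchmarks: DMSO neutral wells and GW8510 at 20 µM as positive.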
# Dyrk1A ADPGlo = Dyrk1A (rat) kinase inhibition | Q63470 | ADP-Glo luminescence, NFATc1 peptide | inhibition, % at 12.5 µM | actives 0.43% (n = 310,000); in the data active = inhibition above about 50%;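 also: plate controls were vehicle with enzyme for no effect and no enzyme for full effect; many of its hits are not listed in these tables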
# GSK3A inh = inhibitors of human GSK-3 alpha kinase | ADP-Glo luminescence, 60 min | inhibition, % at 10 µM | actives 0.1% (n = 320,000) | AID 2650;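 in the data active = inhibition above about 50%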;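 also: GST-tagged GSK-3 alpha with peptide substrate and 25 µM ATP; 0% = DMSO neutral wells and 100% = GW8510 positive control wells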
# Target sequence (P49840 whole entry, looked up): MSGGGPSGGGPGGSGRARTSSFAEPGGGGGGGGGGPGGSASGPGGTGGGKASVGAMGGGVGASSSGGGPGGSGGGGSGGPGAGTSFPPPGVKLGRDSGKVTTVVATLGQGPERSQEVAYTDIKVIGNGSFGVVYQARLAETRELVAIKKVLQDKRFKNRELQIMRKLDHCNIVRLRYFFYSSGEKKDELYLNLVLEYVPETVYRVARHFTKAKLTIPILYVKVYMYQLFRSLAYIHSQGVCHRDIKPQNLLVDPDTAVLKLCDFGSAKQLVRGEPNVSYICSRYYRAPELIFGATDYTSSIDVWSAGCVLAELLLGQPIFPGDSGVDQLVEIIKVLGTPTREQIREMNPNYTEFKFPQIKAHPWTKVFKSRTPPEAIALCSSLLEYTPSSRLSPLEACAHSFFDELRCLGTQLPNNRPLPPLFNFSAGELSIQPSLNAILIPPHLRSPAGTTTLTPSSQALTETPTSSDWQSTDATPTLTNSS
# RGS4 act = RGS4 potentiation or activation | AID 463111 | actives 0.92% (n = 310,000) | B-score at 10 µM | HEK293 M3R/inducible RGS4, carbachol calcium flux Fluo4; active compounds read low;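 active = B-score of the integrated calcium signal more than 4 SD below the library mean, with starting fluorescence not abnormally high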;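 also: negative B-score means reduced calcium response which marks RGS4 activation or potentiation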
#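 Detection: kinetic calcium fluorescence imaging with Fluo4-AM dye, 2 µM / Material: HEK293 cells with stable M3R and inducible RGS4 / Schedule: recording 10 s baseline at 1 Hz, 100 s post-agonist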
# KCNQ1 act = potentiators or activators of human KCNQ1 potassium channel; P51787; CHO-K1 KCNQ1, thallium flux FluxOR fluorescence; active compounds read high; B-score at 10 µM; actives 0.35% (n = 310,000); AID 2648;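 active = fluorescence ratio B-score, a plate-corrected score, at least three library SD, with initial intensity B-score within 5 SD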
#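 Material: CHO-K1 cells stably expressing KCNQ1. Medium: assay buffer for compound exposure, DMSO matched across wells. Reagent: K+/Tl+ depolarizing stimulus. Compound dosing: single-concentration screen. Times: 37 °C overnight plating, 90-min dark dye load, 20-min compound pretreatment. Technique: FluxOR Tl+ flux fluorescence.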
# KCNK3 block = human KCNK3 channel inhibition, primary screen; CHO-KCNK3 thallium flux, FluxOR fluorescence; active compounds read low; B-score at 10 µM; actives 0.84% (n = 340,000); AID 602410;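 active = B-score under library mean minus 4 SD, starting fluorescence ratio at most library mean plus 5 SD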;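 also: more negative B-score means stronger inhibition of thallium flux through KCNK3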
# PolyA inh = yeast polyadenylation inhibition. S. cerevisiae SKY197-pL101 polyadenylation reporter, beta-gal luminescence; efflux-impaired pdr1/pdr3 knockout yeast; score 100 = 6 SD above DMSO. calls only at 12 µM. actives 0.02% (n = 300,000). AID 1875;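 active = lowest replicate activity score at least 50, where 100 means six control SD above control mean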;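 also: yeast exposed to compound for 9 h at 30 °C; higher score means more reporter readthrough which indicates perturbed polyadenylation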
# hERG rescue = hERG (human) protection from proarrhythmic block; Q12809; CHO-hERG, FluxOR thallium flux, dofetilide IC70 present; activation (rescue from dofetilide block), less the hit threshold, % at 10 µM; actives 0.51% (n = 310,000); AID 1511;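 active = activation above the mean of controls blocked by dofetilide plus 5 SD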;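 also: thallium influx through hERG after potassium depolarization seen as dye fluorescence rise; in these data hits start at about 4.7%; inactives centre near -7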
# KCNK9 inh = inhibitors of human KCNK9 two-pore domain potassium channel; actives 1.2% (n = 310,000); Q9NPC2; B-score at 10 µM; HEK293 KCNK9, FluxOR thallium flux fluorescence; active compounds read low; AID 488922;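 active = ratio B-score over 3 SD below the library mean, with starting fluorescence within 5 SD of its mean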;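 also: negative B-score means less thallium flux so channel inhibition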
# * hit, by the source's call; i = inactive; nt = no result given. A portion of the library, so the mix of outcomes need not match the whole.
SMILES,KCNQ1 block,RGS4 inh,GSK3beta inhib,Dyrk1A ADPGlo,GSK3A inh,RGS4 act,KCNQ1 act,KCNK3 block,PolyA inh,hERG rescue,KCNK9 inh
Cc1oc(-c2ccccc2F)nc1CN1CCC(C(=O)NC2CCCc3ccccc32)CC1 (stereo not drawn),i,i,5,-1,-1,i,i,i,i,-11,i
Cc1cccc(C)c1CC(=O)N1CCOCC1,i,i,4,4,-2,i,i,i,i,-6,i
Cc1ccnc(NC(=O)c2ccc(COc3ccc(Cl)cc3)o2)c1,i,i,3,5,4,i,i,i,i,-7,i
CC(=O)c1cccc(CN2CCC(n3nccc3NC(=O)CCc3ccccc3)CC2)c1,i,i,1,1,2,i,i,i,i,-9,i
CCN(CC)C(=O)CSc1nc2c(sc(=S)n2-c2ccccc2OC)c(=O)n1-c1ccccc1,i,i,-1,2,-1,i,i,i,i,-8,i
Cc1ccc(OCCC(=O)OCC(=O)N2c3ccccc3CC2C)cc1 (stereo not drawn),i,i,-1,9,-2,i,i,i,i,-8,i
Cc1cccc(N=C2NC(=O)/C(=C/c3cccnc3)S2)c1,i,i,0,-4,2,i,i,i,i,-9,i
COc1cc(CN2CCN(C(C)C)C(CCO)C2)ccc1OCc1ccccc1 (stereo not drawn),i,i,2,0,-1,i,i,i,i,-7,i
O=C(c1ccc(Cl)c(S(=O)(=O)N2CCOCC2)c1)N1CCCCC1,i,i,1,-4,-2,i,i,i,i,-7,i
COCC(C)N=Cc1c(O)[nH]c2ccccc12 (stereo not drawn),i,i,-2,nt,-1,i,i,i,i,-2,i
CCOc1ccc(C(=O)NC(=S)Nc2ccccn2)cc1[N+](=O)[O-],i,i,2,10,0,i,i,i,i,-12,i
Cc1ccc(NC(=O)CSc2nnc3ccccn23)cc1,i,i,-1,-1,5,i,i,i,i,-22,i
O=C(Nc1cccc2ccccc12)C1CCN(C(=O)Cc2ccccc2)CC1,i,i,3,-7,-1,i,i,i,i,-3,i
CC(C)c1cccc(C(C)C)c1NC(=S)Nc1cccc(Cl)c1,i,i,1,nt,-3,i,i,i,i,-8,i
CCOC(=O)c1ccc(N2C(=O)CC(C(=O)OC)=C2C)cc1,i,i,-4,2,0,i,i,i,i,-9,i
O=C1CC(C(=O)Nc2cccc(Cl)c2)n2ncnc2N1 (stereo not drawn),i,i,1,2,-12,i,i,i,i,-1,i
COc1ccccc1CNCC(=O)Nc1ccc(C#N)cc1,i,i,6,-5,-3,i,i,i,i,-3,i
O=C(/C=C/C(=O)N1CCc2ccccc2C1)N1CCc2ccccc2C1,i,i,3,-7,-2,i,i,i,i,-3,i
O=C(NCCc1nnc2ccc(NCC3CCCO3)nn12)c1ccccc1 (stereo not drawn),i,i,-26,-1,-8,i,i,i,i,-6,i
CCn1c(CCNC(=O)c2cccs2)nnc1SCC(=O)Nc1ccc(Cl)cc1,i,i,1,-2,-1,i,i,i,i,-20,i
O=C(O)C1(P(=O)(c2ccccc2)c2ccccc2)CCCC1,i,i,3,-5,2,i,i,i,i,-6,i
COc1ccccc1NC(=O)c1cc2c(CO)cnc(C)c2oc1=Nc1cc(OC)c(OC)c(OC)c1,i,i,-3,0,0,i,i,i,i,-3,i
Cc1nc2c3cc(F)ccc3n(CCN3CCCCC3)c2s1,i,i,-3,nt,-2,i,i,i,i,-14,i
O=C(NCC(c1ccc(F)cc1)N1CCOCC1)c1ccco1 (stereo not drawn),i,i,-2,-3,-4,i,i,i,i,-8,i
CSCCC(NC(=O)c1cccc(C)c1)C(=O)O (stereo not drawn),i,i,4,-6,-2,i,i,i,i,-9,i
Cc1oc2cc3oc(=O)c(CC(=O)NCC(=O)N[C@@H](C(=O)O)c4ccccc4)c(C)c3cc2c1C,i,i,2,3,3,i,i,i,nt,-1,i
CC1(C)Cc2c(cnn2-c2ccc(F)cc2)C(NC(=O)c2ccc(=O)oc2)C1 (stereo not drawn),i,i,1,-5,0,i,i,i,i,-4,i
CC(C)OCC(O)CN (stereo not drawn),i,i,3,-2,-3,i,i,i,i,-10,i
COc1ccc(-c2noc(CN(C)C3CCOCC3)n2)cc1,i,i,-1,-1,0,i,i,i,i,-10,i
Oc1ccc(Nc2nc(N3CCCC3)c3ccccc3n2)cc1,i,i,1,15,3,-8.2*,i,i,i,-13,i
COc1ccccc1N1CCN(C(=O)CN(CCc2ccccc2)S(C)(=O)=O)CC1,i,i,-2,12,1,i,i,i,i,0,i
Cc1ccc2nc(Nc3ccccc3)cc(C)c2c1,i,i,1,nt,-5,i,i,i,i,-5,i
CCN(CC)CC#CCC(O)(c1ccccc1)C1CCCC1 (stereo not drawn),i,i,0,-2,-1,-7.9*,i,i,i,4,i
CCn1cc(CN2CCc3c([nH]c4ccccc34)C2c2cccc(O)c2)c(C)n1 (stereo not drawn),i,i,3,10,3,i,i,i,i,-11,i
Cc1nnc2ccc(-c3ccc(NC(=O)c4ccc(Cl)nc4)cc3)nn12,i,i,1,nt,0,i,i,nt,i,-12,i
CCCOC(=O)c1c(NC(=O)CCCn2nc([N+](=O)[O-])cc2C)sc(C(=O)OC)c1C,i,i,0,-3,-1,i,i,i,i,-7,i
CCOc1ccccc1CNC(=O)C1CCCN(c2nnc(C)c3c(C)n(-c4ccccc4)nc23)C1 (stereo not drawn),i,i,2,-3,-2,i,i,i,i,-10,i
CN(C)C(=S)NC(=O)C12CC3CC(C)(CC(C)(C3)C1)C2,i,i,3,-2,-1,i,i,i,i,-7,i
COc1ccc(-c2cc(C(F)(F)F)c(C#N)c(SCC(=O)Nc3nc(C)co3)n2)cc1,i,i,-2,-6,-2,i,i,i,i,-12,i
O=C(O)C1CCN(S(=O)(=O)c2ccc3c(c2)OCCCO3)CC1,i,i,-3,nt,0,i,i,i,i,-6,i
COc1cccc(N(CC(=O)NC2CCCCC2)C(=O)c2snc(C(N)=O)c2N)c1,i,i,-1,-2,-1,i,i,i,i,-6,i
Cc1ccc(NC(=O)COc2coc(CN3CCc4ccccc4C3)cc2=O)c(C)c1,i,i,5,-4,-3,i,i,i,i,-10,i
C/C=C/COC(=O)C1=C(C)NC(=O)NC1c1ccc2c(c1)OCO2 (stereo not drawn),i,i,-1,-7,0,i,i,i,i,-4,i
O=C(CCS(=O)(=O)c1ccc(Cl)cc1)Oc1ccc2c(c1)OCO2,nt,nt,7,-2,-1,nt,nt,i,i,nt,nt
Nc1c(C(=O)C2CC2)sc2nc3c(cc12)CCC3,i,i,2,3,3,i,i,i,i,-12,i

# Ordered by number of heavy atoms (ascending): part of the list above
SMILES,KCNQ1 block,RGS4 inh,GSK3beta inhib,Dyrk1A ADPGlo,GSK3A inh,RGS4 act,KCNQ1 act,KCNK3 block,PolyA inh,hERG rescue,KCNK9 inh
Cc1ccc2nc(Nc3ccccc3)cc(C)c2c1,i,i,1,nt,-5,i,i,i,i,-5,i
CCn1cc(CN2CCc3c([nH]c4ccccc34)C2c2cccc(O)c2)c(C)n1 (stereo not drawn),i,i,3,10,3,i,i,i,i,-11,i
Cc1ccc(NC(=O)COc2coc(CN3CCc4ccccc4C3)cc2=O)c(C)c1,i,i,5,-4,-3,i,i,i,i,-10,i

# Next compounds follow.
SMILES,KCNQ1 block,RGS4 inh,GSK3beta inhib,Dyrk1A ADPGlo,GSK3A inh,RGS4 act,KCNQ1 act,KCNK3 block,PolyA inh,hERG rescue,KCNK9 inh
COCCC(=O)N1CCC(Oc2ccc(C(=O)N3C[C@H]4CC[C@H]3C4)cc2)CC1,i,i,3,-3,-2,i,i,i,i,-11,i
COc1ccc(OC)c(NC(=O)COc2ccc(Br)cc2)c1,i,i,3,-9,-1,i,i,i,i,0,i
CCCCCCn1c(-c2cccs2)n[nH]c1=S,i,i,0,9,2,i,i,i,i,7.9*,i
COc1ccc(CC(=O)OC(C)C(=O)Nc2ccc(S(N)(=O)=O)cc2)cc1 (stereo not drawn),i,i,0,-4,-2,i,i,i,i,-14,i
Cc1cc(C)n(-c2ccc(Cl)c(C(=O)OCC(=O)N3CCCCC3C)n2)n1 (stereo not drawn),i,i,2,-4,-2,i,i,i,i,-6,i
Cc1ccc(NC(=S)Nc2ccc(C(C)C)cc2)cc1S(=O)(=O)N1CCCCCC1,i,i,1,3,-1,i,i,i,i,-13,i
Cc1ccc(-n2ncc3c(N4CCCC(C)C4)ncnc32)c(C)c1 (stereo not drawn),i,i,-1,-8,-3,i,i,i,i,-16,i
O=C(N/N=C1/SCC(=O)N1Cc1ccco1)c1ccccc1F,i,i,0,-3,-1,i,i,i,i,1,i
N#CCC(=O)N/N=C\c1ccccc1OC/C=C/c1ccccc1,i,i,4,-3,2,i,i,i,i,-12,i
CCCCN1CN(Cc2ccccc2)CNC1=S,i,i,-2,8,-2,i,i,i,i,-8,i
COc1ccc(C(=O)O/N=C/c2c(C(F)(F)F)nn(C)c2SCc2ccccc2Cl)cc1,i,i,-2,-6,-1,i,i,i,i,-18,i
CCCCC1(C)OC(=O)C(=Cc2ccc(SC)cc2)C(=O)O1 (stereo not drawn),i,i,5,-9,-4,i,i,i,i,-10,i
O=C(Nc1ccc(F)cc1F)C1CCN(c2ncnc3c2sc2cccc(F)c23)CC1,i,i,2,-1,-1,i,i,i,i,-9,i
COn1c2c(c3c4no[n+]([O-])c4ccc31)CCCC2,i,i,-6,nt,1,i,i,i,i,-4,i
c1csc(-c2nc(N3CCCCC3)no2)c1,i,i,-2,-12,-3,i,i,i,i,0,i
O=C1/C(=C/c2cccnc2)SC(=NCc2ccccc2)N1Cc1ccccc1,i,i,3,-4,-2,i,i,i,i,-4,i
C[C@@H]1OC(Nc2ccc(N=Nc3ccccc3)cc2)[C@H](O)[C@H](O)[C@H]1O (stereo partly drawn),i,i,0,3,-1,i,i,i,i,-10,i
O=C(Nc1ccc2c(c1)CCCN2C(=O)c1ccccc1)c1ccccc1Br,i,i,-1,3,0,i,i,i,i,-8,i
Cc1cc(C(C)(C)C)ccc1NC(=O)CC(C)(C)CC(=O)O,i,i,0,0,-5,i,i,i,i,-3,i
Cc1ccc(NC(=O)COC(=O)C2(c3ccc(Cl)cc3)CCCC2)cc1,i,i,-8,6,-3,i,i,i,i,0,i
